# Compound activity as filed in PubChem BioAssay.
# IDH1 R132H inh – human IDH1 R132H inhibition; actives 0.093% (n = 390,000); O75874; Potency, µM (top dose mostly 76.6 µM), for inactives: at the top dose activity change, negative = inhibition, usual class: inhibitors; IDH1-R132H enzyme, NADPH consumption, diaphorase/resazurin fluorescence; AID 602179; note: potency is the fitted concentration of half-maximal effect; % is set by controls: 0 for no effect and ±100 for the full control effect; nearly all actives have a fitted effect of over 65% in size
# Target sequence (O75874 whole entry R132H, stated change not applied): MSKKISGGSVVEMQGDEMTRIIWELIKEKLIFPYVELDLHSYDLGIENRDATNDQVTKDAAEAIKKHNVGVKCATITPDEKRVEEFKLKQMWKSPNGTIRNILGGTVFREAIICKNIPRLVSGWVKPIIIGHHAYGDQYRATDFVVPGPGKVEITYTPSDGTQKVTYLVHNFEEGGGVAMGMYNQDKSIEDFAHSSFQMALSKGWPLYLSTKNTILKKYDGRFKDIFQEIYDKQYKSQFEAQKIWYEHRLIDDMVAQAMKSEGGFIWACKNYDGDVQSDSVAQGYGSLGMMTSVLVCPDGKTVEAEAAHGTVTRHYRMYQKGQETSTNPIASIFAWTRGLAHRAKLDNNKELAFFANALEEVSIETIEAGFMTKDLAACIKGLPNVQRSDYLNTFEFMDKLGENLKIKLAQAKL
#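 IDH1-R132H (0.5 ug/mL dispensed) in pH 7.5 Tris buffer was preincubated 30 min with compound, then given a substrate mix of 0.016 mM NADPH and 2 mM alpha-KG for 80 min at room temperature; remaining NADPH was read by diaphorase/resazurin fluorescence.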
# TrxR1 substrate – rat thioredoxin reductase 1 substrate activity; O89049; purified TrxR1 substrate turnover, NADPH consumption readout; Potency, µM (highest dose often 114 µM), for inactives: at the top dose activity change, negative = substrate turnover; actives 0.01% (n = 390,000); note: potency is the fitted concentration of half-maximal effect; % is set by controls: 0 for no effect and ±100 for the full control effect; nearly all actives have a fitted effect of over 50% in size
#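 Rat TrxR1, dispensed at 90 nM, was prereduced with 400 uM NADPH (final) for 5 min at ~22 deg C, then incubated with compound 15 min before 400 uM selenite. A first-read NADPH fluorescence drop versus no-compound background flagged substrates.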
# TRHR agonist – activates the human TRH receptor. activation, % at 2 µM. TRHR cells, calcium flux fluo-8, FDSS agonist mode. P34981. actives 0.18% (n = 360,000); in the data active = activation above about 30%; note: 0% is about no effect
#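 TRHR-expressing cells loaded with fluo-8 calcium dye; 23 nL library compound pin-transferred, kinetic FDSS fluorescence (Ex 480/Em 530) recorded about 180 s for agonist-induced calcium release, before a 10 nM TRH EC20 addition for potentiator mode.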
# TRHR PAM – allosteric enhancers of human TRH receptor. actives 0.66% (n = 360,000). TRHR cells, fluo-8 calcium fluorescence, EC20 TRH enhancement. enhancement, % at 2 µM. P34981. AID 493056; in the data active = enhancement above about 30%; note: 0% is about no effect
#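 Enhancer read-out: after compound pinning and an initial kinetic agonist-mode read, an EC20 of TRH (10 nM final) was injected and fluo-8 calcium signal (Ex 480/Em 530) followed at 1 s/cycle for 100 cycles in TRHR-expressing cells.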
# TrxR1 inh – inhibitors of rat thioredoxin reductase 1. AID 588453. recombinant rTrxR1, NADPH fluorescence consumption, selenite substrate. Potency, µM (titrated, usually from 114 µM), without a hit: top-dose activity change, negative = inhibition, most hits filed as inhibitors. O89049. actives 1% (n = 390,000); note: potency is the fitted concentration of half-maximal effect; % is set by controls: 0 for no effect and ±100 for the full control effect; nearly all actives have a fitted effect of over 65% in size
#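 Rat TrxR1 (90 nM in the dispensed reagent) was pre-reduced with 400 uM NADPH for 5 min at room temperature, then incubated with compound for 15 min. After 400 uM selenite was added, NADPH fluorescence (Ex 340/Em 450 nm) was followed for 8 min.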
# D2 agonist – D2 dopamine receptor (human) agonism. P14416. HEK293 T-REx D2 cells, calcium flux agonist mode. activation, % at 2 µM. actives 0.53% (n = 340,000);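 active = activation over 3 SD above normal in the single-dose calcium agonist read, cut at about 30% in these data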; note: 0% is about no effect
# Target sequence (P14416 whole entry, looked up): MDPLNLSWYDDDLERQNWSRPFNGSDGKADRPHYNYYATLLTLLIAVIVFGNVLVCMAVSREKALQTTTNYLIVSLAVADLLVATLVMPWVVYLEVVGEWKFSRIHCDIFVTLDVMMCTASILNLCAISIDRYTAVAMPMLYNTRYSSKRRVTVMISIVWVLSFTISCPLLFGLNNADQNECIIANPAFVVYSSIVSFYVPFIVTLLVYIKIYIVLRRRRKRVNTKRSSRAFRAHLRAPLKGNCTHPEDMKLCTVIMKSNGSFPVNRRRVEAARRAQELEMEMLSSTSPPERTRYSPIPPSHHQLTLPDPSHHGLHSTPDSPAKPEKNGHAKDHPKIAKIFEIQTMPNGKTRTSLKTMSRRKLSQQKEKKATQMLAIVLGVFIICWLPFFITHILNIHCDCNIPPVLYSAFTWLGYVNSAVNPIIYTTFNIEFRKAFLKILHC
#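 Calcium-flux readout, 1 cycle/sec over 180 s following compound pin transfer, in inducible HEK293 Trex D2 cells (force-coupled); dopamine controls included. Positive calcium responses during this window marked compounds as potential agonists.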
# USP1 inh – blocks the human USP1/UAF1 deubiquitinase complex. Potency, µM (doses to about 57.1 µM), for the others: top-dose activity change, negative = inhibition, actives largely listed as inhibitors. actives 0.23% (n = 390,000). recombinant USP1/UAF1, Ub-Rhodamine cleavage fluorescence. O94782; note: potency is the fitted concentration of half-maximal effect; % is set by controls: 0 for no effect and ±100 for the full control effect; nearly all actives have a fitted effect of over 60% in size; inactives centre near -12
#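 1 nM enzyme complex + cpd, 15 min RT; start with Ub-Rho 150nM final; kinetic fluorescence ex 480/em 540, 6 reads q60 s. Buffer 50mM HEPES pH 7.8, 0.5mM EDTA, 0.1 mg/ml BSA, 1mM TCEP, 0.01% Tween-20.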
# D2 antag – antagonists of human D2 dopamine receptor. P14416. AID 485344. inhibition, % at 10 µM. actives 2% (n = 340,000). HEK293 TREx D2 cells, calcium flux, dopamine EC80; in the data active = inhibition above about 30%; note: 0% is about no effect
#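 Measurement of antagonist activity uses fluorescent calcium dye in inducible HEK293 T-REx D2 cells: 10 s baseline, compound addition with 180 s read, EC80 dopamine addition with a further 180 s read.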
# Pin1 inhibitor – blocks the human prolyl isomerase Pin1; Pin1 FP peptide displacement, HiFluor488, 10 min; actives 0.009% (n = 390,000); Potency, µM (series often up to 115 µM), for the others: at the highest dose activity, negative = inhibition, usual class: inhibitors; Q13526; AID 504891; active = well fitted inhibition curve with a large enough effect in the polarisation, with a control signal flat, not every such curve was filed as active; inconclusive = small, poorly fitted or top-dose-only effect, or effect the other way, or a change in a side signal; inactive = no such curve, though single readings can be large or run the other way; the % refers to the polarisation; note: potency is the fitted concentration of half-maximal effect; % is set by controls: 0 for no effect and ±100 for the full control effect
# Target sequence (Q13526 whole entry, looked up): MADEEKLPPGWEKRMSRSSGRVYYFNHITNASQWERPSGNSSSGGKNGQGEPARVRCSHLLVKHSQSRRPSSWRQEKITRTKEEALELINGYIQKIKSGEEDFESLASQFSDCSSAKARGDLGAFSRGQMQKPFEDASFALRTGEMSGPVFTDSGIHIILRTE
# * = called active by the depositor; ? = inconclusive; . = not tested or not shown; [ ] = another dose, or the depositor's remark. Unless noted, calls come from the whole dose curve; as a rule, active = well fitted inhibition curve with a large enough effect; inconclusive = small, poorly fitted or top-dose-only effect; inactive = no such curve, though single readings can be large or run the other way. Not all compounds are listed, so the mix of outcomes need not match the whole.
# Second line of a record – TRHR agonist | USP1 inh | D2 antag | TRHR PAM | TrxR1 inh | D2 agonist | TrxR1 substrate | Pin1 inhibitor | IDH1 R132H inh
- Cc1cc2nc(C3CCN(C(=S)NCC(C)C)CC3)[nH]c2cc1C
 : 0.0 | 1% | -23 | -4 | 1% | 0.1 | -3% | 7% | -21%
- CCOC(=O)c1ccc(N2C(=O)C3CCOc4ccccc4C32)cc1 (stereo unspecified)
 : -0.1 | -10% | 3 | -4 | 26% | 0.6 | -1% | 1% | 0%
- COc1ccccc1C(=O)NCCC(=O)N(C)Cc1ccc(C)o1
 : -0.2 | -7% | . | -4 | -12% | . | -1% | -5% | -5%
- CCCN(CCC)CCCNC(=O)c1ccc(CS(=O)(=O)c2c(Cl)cccc2Cl)o1
 : 1.0 | -24% | -12 | -3 | -3% | 8.4 | -3% | -5% | 4%
- CCOc1ccc(N(Cc2ccccc2)C(=O)c2nc(SCC)ncc2Cl)cc1
 : 3.8 | ? | . | -14 | 20% | 1.4 | 0% | 0% | .
- CC1CCc2c(sc(NC(=O)c3cc(-c4cccc(Cl)c4)on3)c2C(N)=O)C1 (stereo unspecified)
 : -0.4 | 5% | . | 9 | -2% | -0.3 | 9% | -4% | -21%
- CCCn1c2ccccc2c2cnn(CC(=O)NC3CCN(Cc4ccccc4)CC3)c(=O)c21
 : -0.5 | -16% | -1 | -1 | 0% | 0.0 | 17% | -4% | 2%
- CCOc1cccc2c1OC1(C)CC2NC(=O)N1c1cccc(Cl)c1 (stereo unspecified)
 : -0.5 | -20% | -8 | -8 | -4%[57.1 µM] | 0.7 | 2%[57.1 µM] | 2% | 5%
- CCn1nc(NC(=O)C(C)C)c2cc3cccc(C)c3nc21
 : -1.3 | -13% | -18 | 2 | -9% | -0.4 | 21% | 1% | 5%
- Cc1ccc2nsnc2c1NC(=O)CCl
 : 0.5 | -2% | 0 | 1 | -20% | 1.1 | 8% | -2% | 13%
- COc1cccc(N2CCN(C(=O)CN3C(=O)COc4ccc(S(=O)(=O)N5CCC(C)CC5)cc43)CC2)c1
 : -1.0 | -29% | . | 6 | 5% | . | -2% | 3% | 2%
- Clc1ccc(OCc2nnc3n2CCCCC3)c(Cl)c1
 : 0.7 | -1% | -2 | -8 | 11% | -0.3 | -5% | 4% | 8%
- O=S(=O)(c1cnc[nH]1)N1CCN(c2ccccc2)CC1
 : 0.4 | -11% | -6 | 1 | 39% | 2.5 | 8%[57.1 µM] | 3% | -19%
- O=C(CCCc1ccccc1)Nc1ccc(Br)cc1F
 : -1.5 | -2% | 11 | -6 | 9% | -1.4 | -3%[57.1 µM] | -6% | 5%
- Nc1c(N(Cc2ccccc2)C(=O)COc2ccc(F)cc2Cl)c(=O)[nH]c(=O)n1Cc1ccccc1
 : . | -22% | . | . | -4% | . | 2% | -5% | 0%
- CCn1cc(C(=O)NCc2cccs2)c(=O)c2cc(S(=O)(=O)N3CCOCC3)ccc21
 : -0.2 | -4% | -8 | -1 | 9% | -1.6 | -3% | -1% | -10%
- C[C@H]1CN([C@@H](C)CO)C(=O)Cc2cc(NC(=O)Cc3ccccc3)ccc2O[C@H]1CN(C)C(=O)Nc1cccc2ccccc12
 : . | 6% | . | . | -3%[57.1 µM] | . | 7%[57.1 µM] | 7% | -11%
- CCOC(=O)C1CCN(C(=O)Cn2c(=O)oc3cc(S(=O)(=O)N4CCCC4)ccc32)CC1
 : -0.4 | -27% | 14 | -4 | 13% | 0.2 | 0% | 7% | -1%
- COc1ccc(CCNC(=S)N2CCN(S(=O)(=O)c3ccccc3)CC2)cc1
 : 0.3 | -19% | 1 | -4 | 8% | 0.5 | -4% | 4% | 0%
- COc1ccc(NC(=O)CC2SC(=NCC3CCCO3)NC2=O)cc1 (stereo unspecified)
 : 0.0 | -14% | 12 | -6 | 24% | 0.1 | 1% | -8% | 0%
- COc1ccc(NC(=O)c2cc(-c3ccncc3)nc3ccccc23)c(OC)c1
 : . | -3% | . | . | -15% | . | -10% | 9% | 4%
- Cc1ccc(C2CC(c3cccs3)=NN2C(=O)CSC2=NCCS2)cc1 (stereo unspecified)
 : 2.1 | -18% | 0 | 2 | 29% | 0.2 | 34%[activator] | 10% | -4%
- O=C(Cc1ccccc1)Nc1c(C(=O)N2CCCCCC2)cnn1-c1ccccc1
 : -0.3 | -4% | -1 | 16 | -1%[57.1 µM] | -1.4 | -12% | -16% | 6%
- COc1c(F)c(F)c(-c2csc(N)n2)c(F)c1F
 : . | -17% | . | . | -3% | . | -1% | 2% | 4%
- COc1ccc(C(=O)c2c3ccc(C(F)(F)F)cc3[n+]([O-])n2CCCN)cc1
 : 0.6 | 6% | 2 | 5 | -8% | 2.0 | 0% | -7% | 7%
- O=C(NCCN1CCCC1)c1cccc(Cl)c1
 : -0.2 | -4% | 11 | -3 | 10%[57.1 µM] | 0.5 | 3%[57.1 µM] | -1% | 5%
- O=C(Nc1ccccc1)N1CCN(c2cccc(C(F)(F)F)c2)CC1
 : 2.0 | -11% | -15 | 6 | 12% | 1.1 | -1% | -15% | 1%
- CC1=CC(C)(C)Nc2ccc(OC(=O)C(Cc3ccccc3)N3C(=O)c4ccccc4C3=O)cc21 (stereo unspecified)
 : -0.2 | -9% | 4 | -6 | 19%[57.1 µM] | 0.7 | 6%[57.1 µM] | 6% | 0%
- COc1ccc(S(=O)(=O)N(CCc2ccccc2)CC(=O)NCc2ccc(C)cc2)cc1
 : 1.9 | -19% | . | -4 | 19% | 0.5 | -1% | ? | 0%
- O=c1c([N+](=O)[O-])c(N2CCCC2)c2ccccc2n1-c1ccccc1
 : 0.0 | -13% | . | -3 | -6% | . | -4% | -4% | 0%

# Structures above that contain two or more sulfur atoms, in the order listed:
# Second line of a record – TRHR agonist | USP1 inh | D2 antag | TRHR PAM | TrxR1 inh | D2 agonist | TrxR1 substrate | Pin1 inhibitor | IDH1 R132H inh
- CCn1cc(C(=O)NCc2cccs2)c(=O)c2cc(S(=O)(=O)N3CCOCC3)ccc21
 : -0.2 | -4% | -8 | -1 | 9% | -1.6 | -3% | -1% | -10%
- COc1ccc(CCNC(=S)N2CCN(S(=O)(=O)c3ccccc3)CC2)cc1
 : 0.3 | -19% | 1 | -4 | 8% | 0.5 | -4% | 4% | 0%
- Cc1ccc(C2CC(c3cccs3)=NN2C(=O)CSC2=NCCS2)cc1 (stereo unspecified)
 : 2.1 | -18% | 0 | 2 | 29% | 0.2 | 34%[activator] | 10% | -4%

# Returning to the listing with the 2 entries that preceded the break.
# Second line of a record – TRHR agonist | USP1 inh | D2 antag | TRHR PAM | TrxR1 inh | D2 agonist | TrxR1 substrate | Pin1 inhibitor | IDH1 R132H inh
- COc1ccc(S(=O)(=O)N(CCc2ccccc2)CC(=O)NCc2ccc(C)cc2)cc1
 : 1.9 | -19% | . | -4 | 19% | 0.5 | -1% | ? | 0%
- O=c1c([N+](=O)[O-])c(N2CCCC2)c2ccccc2n1-c1ccccc1
 : 0.0 | -13% | . | -3 | -6% | . | -4% | -4% | 0%
- CC(CC(=O)Nc1ccc(F)c([N+](=O)[O-])c1)c1ccccc1 (stereo unspecified)
 : -0.3 | -5% | -9 | 0 | -6% | -0.6 | -8% | 3% | 4%
- Cc1cc(C(=O)N/N=C/c2c(CO)cnc(C)c2O)c2ccccc2n1
 : 1.4 | -27% | 1 | 3 | 7% | 1.0 | -3% | 15% | -5%
- CCOc1cc(CN2CCC(CO)(Cc3cccc(C(F)(F)F)c3)CC2)ccc1OC
 : 3.7 | -22% | 7 | 8 | 13% | -0.1 | -3% | 0% | 0%
- CCC(c1nnnn1C1CCCC1)N1CCC(C(N)=O)CC1 (stereo unspecified)
 : 0.2 | 0% | 5 | -5 | 13%[57.1 µM] | -0.7 | 3% | -1% | 6%
- CCOc1nc(-c2ccccc2)ccc1-c1noc(-c2ccc(C)cc2)n1
 : -1.3 | -13% | . | 0 | 10% | -1.8 | 14% | -2% | 1%
- O=[N+]([O-])c1ccccc1SNc1ccccn1
 : -0.2 | -12% | 2 | 1 | 11%[11.4 µM] | -0.1 | -4%[11.4 µM] | -3% | 1%
- Cc1ccc(S(=O)(=O)N2CCCC2C(=O)NCc2ccccc2F)cc1 (stereo unspecified)
 : -1.0 | -26% | . | 1 | 17% | . | 9% | -3% | 4%
- COc1ccc(OCc2nnc(SCC(=O)N3CCOCC3)o2)cc1
 : 0.7 | -26% | -19 | 1 | 9%[57.1 µM] | 1.0 | 8%[57.1 µM] | 1% | -5%
- C[C@@H]1CC[C@@]2(O[C@H](CCO)C[C@@H](O)[C@@H]2O)O1
 : -0.4 | -31% | -18 | 0 | 31% | -0.6 | 11% | -2% | 2%
- FC(F)(F)c1cc(-c2ccccn2)nc2cc(-c3ccccc3)nn12
 : 0.2 | 7% | 6 | 5 | 8%[57.1 µM] | 0.0 | 9%[57.1 µM] | 1% | 7%
- Cc1cc2c(c(Sc3ccccc3)n1)C(=O)OC2
 : 0.7 | -12% | -5 | 1 | -10% | 0.5 | -8% | 4% | -6%
- CC(C)CC(=O)Nc1ccc(Cc2ccncc2)cc1
 : 0.3 | -12% | 0 | 7 | 40%[activator] | 0.8 | 11% | 0% | -3%
- Cn1c(=O)c(C(=O)CSc2ccccc2)c(N)n(Cc2ccccc2)c1=O
 : 1.4 | -16% | 2 | -8 | 13%[57.1 µM] | 1.0 | 1%[57.1 µM] | -1% | 1%
- Cc1c(NC(=O)CSc2nc3ccccc3[nH]2)c(=O)n(-c2ccccc2)n1C
 : 0.0 | -9% | 6 | -1 | 16% | 0.4 | 7% | -2% | 3%
- Cc1cccc(N2CCN(c3ccc4cc(S(=O)(=O)N5CCCCC5)ccc4n3)CC2C)c1 (stereo unspecified)
 : 0.2 | -18% | -4 | 12 | 119%[activator] | -0.2 | 76%[activator] | 1% | -9%
- N#CC1=C(Nc2ccccc2)SC=C(c2ccc(F)cc2)N=C1N1CCOCC1
 : -0.2 | . | -1 | 1 | . | -0.3 | . | . | .
